Assay outcomes: PubChem, Sanford-Burnham Center for Chemical Genomics
ATG4B inhibitor: inhibitors of human ATG4B cysteine protease; Q9Y4P1; ATG4B cleavage of LC3-PLA2, NBD-HPC fluorescence, 1 h; inhibition, % at 8.33 µM; actives 0.51% (n = 340,000); in the data active = inhibition above about 40%
Gli-Sufu block: antagonists of Gli-Sufu signaling; AID 588413; inhibition, % at 5 µM; actives 0.74% (n = 340,000); Sufu-KO-LIGHT fibroblasts, Gli luciferase reporter luminescence;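 active = inhibition above about 55%, limit read from the data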;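 also: 0% = DMSO-treated cells and 100% = wells with medium but no cells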
EBI2 block: EBI2 (human) antagonism; EBI2 beta-arrestin recruitment, luminescence, 7a,25-OHC stimulated; actives 0.81% (n = 360,000); inhibition, % at 5 µM; P32249; in the data active = inhibition above about 38%;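 also: enzyme fragment complementation signal reports receptor beta-arrestin coupling in cells; 0% = agonist plus DMSO wells and 100% = wells without agonist; some results beyond the cut were filed as inactive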
APJ antag: antagonists of human APJ apelin receptor; P35414; CHO-K1 APJ beta-arrestin complementation, luminescence; inhibition, % at 20 µM; actives 0.32% (n = 330,000); AID 2521;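 active = inhibition above about 40% at 20 µM, limit read from the data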;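 also: cells challenged with 10 nM apelin-13 agonist together with compound; plate controls were apelin-13 plus DMSO wells for no effect and DMSO wells lacking apelin-13 for full effect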
Target sequence (P35414 whole entry, looked up): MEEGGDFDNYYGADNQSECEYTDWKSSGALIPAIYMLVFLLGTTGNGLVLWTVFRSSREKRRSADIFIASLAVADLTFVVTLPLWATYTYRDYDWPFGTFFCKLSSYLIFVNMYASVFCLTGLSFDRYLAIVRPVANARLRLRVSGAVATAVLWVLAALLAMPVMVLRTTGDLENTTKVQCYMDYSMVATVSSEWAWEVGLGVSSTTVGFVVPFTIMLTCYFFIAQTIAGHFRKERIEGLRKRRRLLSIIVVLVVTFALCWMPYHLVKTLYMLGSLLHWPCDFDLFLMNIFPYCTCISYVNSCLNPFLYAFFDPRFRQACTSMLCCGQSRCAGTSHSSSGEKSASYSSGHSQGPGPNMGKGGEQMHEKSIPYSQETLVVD
CXCR6 block: CXCR6 (human) receptor inhibition. O00574. CHO-K1 PathHunter CXCR6 beta-arrestin, luminescence. inhibition, % at 20 µM. actives 0.36% (n = 360,000). AID 602244; in the data active = inhibition above about 34%, passing the limit was not always enough;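 also: antagonist mode with CXCL16 agonist at 10 nM final; 0% = 10 nM CXCL16 with DMSO and 100% = unstimulated wells without agonist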
Target sequence (O00574 whole entry, looked up): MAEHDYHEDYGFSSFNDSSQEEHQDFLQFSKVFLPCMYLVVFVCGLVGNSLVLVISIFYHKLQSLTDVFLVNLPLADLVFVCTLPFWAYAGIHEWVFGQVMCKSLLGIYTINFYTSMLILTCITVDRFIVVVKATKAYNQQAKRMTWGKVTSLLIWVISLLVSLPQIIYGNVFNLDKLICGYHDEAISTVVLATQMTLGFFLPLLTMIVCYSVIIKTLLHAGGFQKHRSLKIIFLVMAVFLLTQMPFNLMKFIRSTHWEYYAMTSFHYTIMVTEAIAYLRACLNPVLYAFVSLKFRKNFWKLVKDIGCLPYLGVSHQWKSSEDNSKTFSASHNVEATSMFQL
APJ ag: APJ receptor agonism; CHO-K1 APJ PathHunter beta-arrestin, luminescence; 0% DMSO wells, 100% apelin; activation, % at 20 µM; actives 0.11% (n = 330,000); P35414;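 active = activation more than six SD over the plate average, tested at 20 µM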;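 also: 0% = DMSO alone and 100% = apelin-13 at 10 nM; some results filed as inactive read as strong as hits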
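Assay system – PathHunter CHO-K1 APJ (AGTRL-1) beta-arrestin reporter cells · Compound – one dose, 20 µM compound, 1% DMSO · Timing – compound 90 min 25 °C, reagent 1 h · Measured by – luminescence from split beta-galactosidase complementation, Galacton Star/Emerald II substrate · Measure – beta-arrestin recruitment to APJ as agonist activity, luminescent signal · Benchmarks – DMSO vs Apelin-13 10 nM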
UBC13 inh: inhibitors of human UBC13 polyubiquitin chain formation. actives 0.47% (n = 330,000). AID 485273. P61088. TR-FRET. inhibition, % at 20 µM; in the data active = inhibition above about 45%, passing the limit was not always enough
Target sequence (P61088 whole entry, looked up): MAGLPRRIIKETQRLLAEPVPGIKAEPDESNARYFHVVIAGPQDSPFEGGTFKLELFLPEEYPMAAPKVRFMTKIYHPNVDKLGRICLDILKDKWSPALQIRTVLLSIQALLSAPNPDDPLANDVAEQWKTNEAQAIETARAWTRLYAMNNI
CCR6 antagonist: blocks CCL20-driven beta-arrestin recruitment at human CCR6; CHO-K1 CCR6 PathHunter beta-arrestin, luminescence, CCL20-stimulated; inhibition, % at 20 µM; AID 493098; actives 0.49% (n = 340,000); P51684;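 active = compounds whose inhibition of the agonist-driven luminescence signal at 20 µM reaches about 50%, limit read from the data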;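 also: cells stimulated with CCL20 at 14 nM final; plate controls were DMSO with CCL20 for no effect and DMSO without agonist for full effect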
Numbers without * were called inactive; . = not tested or not shown.

| SMILES | EBI2 block | APJ ag | CXCR6 block | Gli-Sufu block | APJ antag | UBC13 inh | CCR6 antagonist | ATG4B inhibitor |
| --- | --- | --- | --- | --- | --- | --- | --- | --- |
| CCN1CCc2c(sc(NC(=O)c3ccc4ccccc4c3)c2C(N)=O)C1 | 4.1 | 11.6 | -0.2 | . | 15.2 | 16.8 | . | . |
| O=C(Nc1ccc(C(=O)N2CCN(c3ccc(Cl)cc3)CC2)cc1)C1=CSCCO1 | 2.2 | -1.1 | -6.3 | 43.5 | -13.9 | -4.0 | 9.1 | -3.2 |
| CSc1nc2sc3c(c2c2nnnn12)CCCC3 | 13.7 | -0.5 | 5.1 | 11.7 | -4.9 | -13.5 | 5.5 | 5.6 |
| COc1ccc2nc3oc(C(=O)NCc4cccs4)cc3cc2c1 | -10.8 | 5.4 | 6.8 | -6.4 | 2.0 | 10.5 | 5.6 | 3.3 |
| CN1C(C(=O)Nc2ccc(F)cc2F)=CC(c2ccco2)=NS1(=O)=O | 3.6 | -2.8 | -1.8 | -8.6 | -9.4 | -10.2 | 4.3 | -4.9 |
| O=C1S/C(=C/c2ccccc2)C(=O)N1CC(O)Cn1c2ccccc2c2ccccc21 (stereo unspecified) | 11.2 | -0.3 | 14.0 | 5.2 | -0.1 | -9.3 | -25.1 | 14.3 |
| CCCOc1cc(C)c(S(=O)(=O)n2ccc(C)n2)cc1C | -4.0 | -0.1 | 1.2 | 2.1 | 2.8 | 2.8 | -1.4 | 10.8 |
| Cc1ccc(-n2ncc3c(N4CCCC(C)C4)ncnc32)c(C)c1 (stereo unspecified) | -4.1 | 2.8 | -6.8 | -76.9 | -79.9 | 3.6 | -4.2 | -7.5 |
| Clc1ccc(OC2CCN(Cc3nc(CC4CC4)no3)CC2)cc1 | 28.0 | -1.0 | -0.9 | 3.6 | -16.2 | 5.0 | -1.5 | -11.8 |
| CCOC(=O)c1ccc2ncc(C(=O)OCC)c(NCCCN3CCOCC3)c2c1 | 3.5 | 0.6 | 2.5 | 3.8 | 11.2 | 4.5 | 5.0 | 6.2 |
| CSc1ccccc1C(=O)Nc1ncn[nH]1 | -6.5 | -0.1 | -18.2 | 48.5 | 10.5 | 2.0 | 6.6 | 2.8 |
| CC(C)CN(C(=O)COC(=O)COc1ccc2ccccc2c1)c1c(N)n(Cc2ccccc2)c(=O)[nH]c1=O | -2.0 | -0.9 | -1.2 | -0.2 | 4.7 | -5.8 | 12.3 | -8.0 |
| O=C(NCCCN1CCCC1=O)c1cccs1 | -0.9 | -7.6 | 0.9 | 9.8 | 13.2 | -7.0 | 1.2 | -5.0 |
| Cc1cc2occ(CC(=O)N(C)CC(=O)Nc3ccccc3Br)c2cc1C | 6.1 | -5.4 | 2.8 | -8.3 | 0.9 | -2.0 | 15.8 | -0.5 |
| Cc1ccc(NC(=O)CN(C)C(=O)c2ccc(C(F)(F)F)cc2)cc1 | -19.9 | -3.7 | 1.3 | -14.6 | -0.8 | -2.8 | -1.8 | 0.6 |
| O=S(=O)(c1ccc(OCc2ccc(Br)cc2)cc1)N1CCOCC1 | 8.4 | -1.6 | 4.6 | -3.1 | -5.3 | -7.7 | 16.1 | -7.3 |
| NC(=O)c1c(NC(=O)c2ccc(F)cc2)sc2c1CCC2 | -8.4 | -0.7 | -0.3 | -16.5 | 3.2 | 1.8 | -0.5 | 2.5 |
| CCn1c(CNC(=O)c2ccco2)nnc1SCCOc1ccccc1 | 0.9 | -0.6 | 1.8 | -2.5 | -3.9 | -0.7 | 10.1 | -4.3 |
| O=C(O)CCC(=O)OCCN(Cc1ccc(Oc2ccc([N+](=O)[O-])cc2)cc1)C(=O)C(Cl)Cl | -6.6 | . | 3.1 | -4.9 | . | . | -2.7 | 4.5 |
| Nn1c(COc2ccccc2F)nnc1SCC(=O)NC1CCCC1 | -4.6 | 5.2 | 1.9 | -3.9 | -29.1 | -8.5 | 9.5 | 0.9 |
| COc1ccc(N2CCN(C(=O)c3ccc4c(=O)n(CC5CCCO5)c(=O)[nH]c4c3)CC2)cc1 (stereo unspecified) | -0.4 | -1.3 | -7.3 | 6.3 | 7.5 | -6.0 | -16.4 | -12.6 |
| COc1ccc(CCNC(=O)CSc2nc3ccccc3o2)cc1 | 2.9 | 1.3 | -2.5 | 3.2 | 7.4 | -1.1 | 4.9 | 2.3 |
| O=[N+]([O-])c1ccccc1/C=N/NC1=NCCN1 | -3.5 | -0.2 | -0.5 | 12.8 | -27.6 | -7.8 | -3.3 | -5.3 |
| CC1CCCCC1NC(=O)Cn1cc([N+](=O)[O-])ccc1=O (stereo unspecified) | -7.6 | -0.6 | 5.0 | -3.4 | -5.8 | 3.1 | 11.3 | -2.6 |
| Cc1cc2oc(C(=O)NC3CCS(=O)(=O)C3)c(C)c2cc1C (stereo unspecified) | 1.2 | -2.1 | -7.1 | 8.9 | -23.6 | -5.0 | -0.2 | 3.0 |

The last 2 records of the part above come first, to join the parts:
| SMILES | EBI2 block | APJ ag | CXCR6 block | Gli-Sufu block | APJ antag | UBC13 inh | CCR6 antagonist | ATG4B inhibitor |
| --- | --- | --- | --- | --- | --- | --- | --- | --- |
| CC1CCCCC1NC(=O)Cn1cc([N+](=O)[O-])ccc1=O (stereo unspecified) | -7.6 | -0.6 | 5.0 | -3.4 | -5.8 | 3.1 | 11.3 | -2.6 |
| Cc1cc2oc(C(=O)NC3CCS(=O)(=O)C3)c(C)c2cc1C (stereo unspecified) | 1.2 | -2.1 | -7.1 | 8.9 | -23.6 | -5.0 | -0.2 | 3.0 |
| Oc1ccccc1Nc1nc(NCc2ccco2)c2ccccc2n1 | -10.8 | 0.4 | -8.0 | 11.7 | -12.5 | 21.1 | 9.8 | 11.9 |
| Cc1c(Cl)cccc1NC(=O)CNC(=O)Cc1n[nH]c(=O)c2ccccc12 | -0.2 | -1.0 | -0.3 | 5.9 | 8.2 | -13.6 | 1.7 | -3.8 |
| COc1ccc(S(=O)(=O)NCC(=O)NCCc2ccc(OC)c(OC)c2)cc1 | -6.0 | -4.6 | -6.1 | -2.9 | -16.8 | 7.1 | 4.1 | -4.2 |
| COc1ccccc1NC(=O)COC(=O)CCC1CCCC1 | 3.7 | -1.2 | 2.5 | 0.0 | 0.0 | 12.7 | 5.5 | 2.1 |
| ON=C1/C(=N\O)CC2(C/C1=N/O)OCCO2 | -22.2 | -0.8 | -10.9 | 3.6 | 11.2 | -14.1 | 1.4 | -4.4 |
| COc1ccc(C=NCC2COc3ccccc3O2)cc1OC (stereo unspecified) | -7.3 | 1.3 | 6.3 | -4.8 | 13.9 | 2.0 | -0.9 | 12.9 |
| NS(=O)(=O)c1ccc(CCNC(=O)c2coc3ccccc3c2=O)cc1 | -6.2 | 1.7 | -0.2 | -0.1 | -0.3 | -1.7 | 11.7 | 2.2 |
| Cn1c(=O)oc2cc(S(=O)(=O)NCc3ccccc3)ccc21 | -1.4 | 1.8 | -8.0 | 2.0 | 0.8 | 2.3 | -1.9 | -6.3 |
| CC1CCN(C(=O)c2cc(Cl)nc3ccccc23)CC1 | -1.6 | -3.7 | -4.2 | 3.0 | 3.1 | 12.2 | -3.5 | -1.1 |
| OCCOCCOc1cccc2[nH]ccc12 | -5.6 | -0.4 | -5.0 | -2.7 | -7.6 | -4.9 | -5.2 | -0.4 |
| Cc1ccc(C(=O)NNC(=O)c2cc(OCC(F)(F)F)ccc2OCC(F)(F)F)cc1 | 7.2 | -4.4 | 12.0 | 3.8 | -9.8 | 3.5 | 19.0 | 1.4 |
| Cc1ccc(NC(=O)CC2NCCN(Cc3ccccc3)C2=O)cc1 (stereo unspecified) | 17.9 | 5.2 | 7.0 | -5.0 | 7.8 | 1.6 | -1.9 | 14.0 |
| COc1ccc(CCNC(=O)CSc2n[nH]c(N)n2)cc1 | 1.7 | -1.0 | -0.3 | . | 9.0 | 2.3 | 2.3 | 2.2 |
| C=CCSc1nnc(NC(=O)C2=COCCO2)s1 | 1.7 | 1.0 | -2.0 | -20.9 | 16.3 | -14.0 | -3.6 | 2.3 |
| CC(C)C(NC(=O)c1ccc(F)cc1)C(=O)N1CCC1 (stereo unspecified) | -0.2 | -0.3 | -1.5 | -9.5 | 8.6 | -9.8 | 0.6 | -0.4 |
| Cc1ccc(NC(=O)CCc2c(C)nn(-c3ccc(N4CCOCC4)nn3)c2C)cc1 | -6.0 | 2.8 | -3.3 | -25.8 | -21.5 | -4.2 | 10.4 | 2.1 |
| CCO[C@H]1OC(C(N)=O)=C[C@@H](C)[C@@H]1CCCO | -0.8 | 3.3 | -6.7 | 1.7 | 10.7 | 3.7 | 0.3 | -1.8 |
| CCOc1ccc(OCC)c(NC(=O)CCS(=O)(=O)c2ccc(C)cc2)c1 | -0.2 | 0.1 | -5.7 | 3.7 | 11.6 | 5.6 | 2.0 | 1.3 |
| Cc1ccc(N(CC(=O)NCc2ccccc2)C(=O)c2csnn2)c(C)c1 | 0.7 | -4.4 | -3.4 | -9.2 | -2.7 | 5.9 | 7.9 | -6.9 |
| O=C(Cc1ccccc1F)NC1CCSc2ccccc21 (stereo unspecified) | 10.8 | 6.0 | 2.7 | -6.3 | 12.0 | 3.7 | 0.7 | 1.6 |
| O=C(NN1C(=O)C2C3C=CC(C4CC34)C2C1=O)c1ccc(Cl)cc1Cl (stereo unspecified) | -4.6 | -3.5 | -4.2 | -2.9 | 9.7 | 8.4 | 20.6 | -8.2 |
| OC(COc1ccc(OCC(O)CN2CCCCC2)cc1)CN1CCCCC1 (stereo unspecified) | -1.5 | 0.8 | -13.1 | 6.0 | -0.2 | -2.4 | 0.6 | 3.3 |
| CCc1nnc(NC(=O)CN2CCN(Cc3ccccc3Cl)CC2)s1 | -12.0 | -1.5 | -0.4 | 7.2 | 6.0 | 0.2 | 2.3 | -3.6 |
| C1=C(CCNCC2CCCCC2)CCCC1 | -4.7 | -5.3 | 7.0 | 6.5 | -4.9 | 4.3 | -2.6 | -6.4 |
| CN(C)c1ccc(C=C2SC(=S)NC2=O)cc1 | 3.3 | . | 16.7 | -21.6 | . | . | 43.0 | 5.3 |
| COc1ccc2c(CC(=O)OCC(=O)Nc3sc4c(c3C#N)CCC(C)C4)coc2c1 (stereo unspecified) | -8.3 | -0.8 | 3.4 | -18.4 | -11.5 | 2.3 | -0.1 | -15.8 |
| Cc1cc(C)nc(Nc2n[nH]c(COc3ccc(Cl)cc3)n2)n1 | 0.8 | -3.7 | 6.1 | 3.1 | 1.3 | 0.1 | -9.4 | -9.2 |
| Cc1ccc(CC(=O)OC(C)C(=O)NC2CCCCC2C)cc1C (stereo unspecified) | 7.0 | -4.0 | 5.2 | 3.6 | 10.9 | 5.7 | 8.4 | -2.8 |
| Cc1ccc(NC(=S)N=Nc2c(O)n(C)c3ccc(S(=O)(=O)N4CCOCC4)cc23)cc1 | 7.3 | . | 15.9 | 45.9 | . | . | 34.7 | -9.2 |
| COc1ccc(CC(=O)NC2CCN(CC(=O)N3CCCc4ccccc43)CC2)cc1OC | 1.7 | -4.7 | 5.0 | -3.8 | 4.0 | -2.3 | -6.4 | 3.9 |
| CCc1cccc(NC(=O)c2ccc(CNc3c(N4CCCC4)c(=O)c3=O)cc2)c1 | -1.9 | -1.5 | 3.9 | 8.0 | -8.8 | 5.1 | -1.7 | -12.8 |
| COc1cccc2c(=O)n(CC(=O)N3CCCCC3)ccc12 | -5.6 | 2.8 | -4.3 | 4.6 | -18.8 | -9.6 | -0.7 | -2.1 |
| O=C(NCCCN1CCCC1=O)Nc1ccccc1F | -4.5 | 3.9 | -7.1 | -10.4 | 8.8 | -5.6 | 9.1 | -0.1 |
| O=C(NCc1nnc(SCC(=O)N2CCCC2)o1)c1ccco1 | -11.3 | -0.4 | -3.9 | -1.1 | 6.9 | -25.2 | -0.6 | -10.7 |
| N#CCSc1nc2ccccc2c(=O)n1CCC(=O)NC1CCCCC1 | -7.8 | -2.8 | 3.3 | 5.9 | 1.7 | -2.0 | 24.2 | 2.3 |
